Screening data deposited in PubChem BioAssay by National Center for Advancing Translational Sciences (NCATS).
p53 reactivator: qHTS assay for re-activators of p53 using a Luc reporter. Potency, µM (top dose mostly 92.2 µM), inactives show at the top dose activity change, positive = activation, actives largely listed as activators. 320,000 tested, 0.063% active. H1299 p53-A138V BP100-luciferase reporter, luminescence, 24 h; also: % of control where 0% means no effect; nearly all actives have a fitted effect of over 45% in size
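H1299 (p53-null), stable ts p53-A138V + BP100-Luc; 1000 cells/well, Opti-MEM/10% FBS; cpd 4 pt, 1:5; 24 h, 37 deg C, 5% CO2; detection reagent 10 min RT; luminescence.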
RORg inh: qHTS for inhibitors of ROR gamma transcriptional activity. 310,000 tested, 5.4% active. Nuclear receptor ROR-gamma (Mus musculus), P51450. Drosophila S2 Gal4-RORgamma UAS-luciferase reporter, 20 h. AID 2551, 2010. Potency, µM (top dose mostly 53.6 µM), for inactives: at the highest dose activity change, negative = inhibition, hits mostly inhibitors; also: % is scaled to controls: 0 for no effect and ±100 for the full control effect; nearly all actives have a fitted effect of over 60% in size
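Luciferase reporter read in Schneider cells carrying Gal4-RORγ (mouse) and UAS-Photinus luciferase; cells given compound 1 h before 700 uM copper sulfate induction, then incubated 20 h at ambient temperature.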
NPC1 promoter act: qHTS Assay for NPC1 Promoter Activators; Huh7 NPC1 promoter luciferase reporter, 24 h; 320,000 tested, 2.4% active; Potency, µM (top dose mostly 9.22 µM), without a hit: top-dose activation, usual class: activators;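 also: % of control where 0% means no effect; nearly all actives have a fitted effect of over 60% in size; reporter is driven by a mutant NPC1 promoter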
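Stable NPC1-promoter luciferase Huh7 line; cpd (DMSO) 24 h, 37 °C, 5% CO2; Amplite luciferase reagent 10 min RT; luminescence readout. qHTS format.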
ELG1 genotox: qHTS screen for small molecules that induce genotoxicity in human embryonic kidney (HEK293T) cells expressing luciferase-tagged ELG1. 330,000 tested, 1.3% active. HEK293T ELG1-luciferase reporter, luminescence, 16 h. Potency, µM (highest dose often 46 µM), without a hit: at the highest dose activity change, positive = activation, actives largely listed as activators; also: % of control where 0% means no effect; nearly all actives have a fitted effect of over 60% in size
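Step 1: seed 2,000 HEK293T ELG1-luciferase cells per well. Step 2: add compound or DMSO, incubate 16 hr at 37 °C. Step 3: ONE-Glo, 30 min at room temperature, read luminescence.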
MBNL1 CUG block: qHTS Assay for Inhibitors of MBNL1-poly(CUG) RNA binding | Muscleblind-like protein 1 (Homo sapiens), Q9NR56 | 280,000 tested, 0.036% active | Potency, µM (highest dose often 57.5 µM), inactives show at the top dose activity change, negative = inhibition, hits mostly inhibitors | TR-FRET MBNL1-His/biotin-(CUG)12 binding, 665/545 ratio | AID 2675, 2010; active = well fitted inhibition curve with a large enough effect in the signal ratio, with a control signal flat, not every such curve was filed as active; inconclusive = small, poorly fitted or top-dose-only effect, or effect the other way, or a change in a side signal; inactive = no such curve, though single readings can be large or run the other way; the % refers to the signal ratio; also: % is scaled to controls: 0 for no effect and ±100 for the full control effect
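Ratiometric TR-FRET (665 over 545 nm, excitation 340 nm) tracks disruption of MBNL1-His/biotin-(CUG)12 complex after 60 min at room temperature, with compounds at 92 nM to 58 uM final.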
Rab9 promoter act: qHTS Assay for Rab9 Promoter Activators; Huh7 Rab9 promoter-luciferase reporter, luminescence, 24 h; Potency, µM (doses to about 9.22 µM), for the others: at the top dose activation, negative = inhibition, usual class: activators; 320,000 tested, 2.8% active; AID 485297, 2010; also: % of control where 0% means no effect; nearly all actives have a fitted effect of over 60% in size
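Steps: seed 1500 Huh7 Rab9-luc cells per well, rest 2 h at 37 °C; add compound in DMSO; incubate 24 h; add luciferase reagent, 10 min ambient; read luminescence.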
VP16 counter: VP16 counterscreen qHTS for inhibitors of ROR gamma transcriptional activity. Drosophila S2 Gal4-VP16 UAS-luciferase, luminescence, 20 h. Potency, µM (titrated, usually from 53.6 µM), without a hit: at the top dose activity, negative = inhibition, most hits filed as inhibitors. 310,000 tested, 3.5% active. AID 2546, 2010;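 also: Gal4-VP16 expression switched on by copper sulfate through the metallothionein promoter; % is scaled to controls: 0 for no effect and ±100 for the full control effect; nearly all actives have a fitted effect of over 50% in size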
CXXC DNA block: qHTS Fluorescence Polarization Assay for Inhibitors of MLL CXXC domain - DNA interaction; MLL-CXXC / FITC-HOXA9 DNA fluorescence polarization; AID 2662, 2010; Potency, µM (titrated, usually from 115 µM), inactives show at the highest dose activity change, negative = inhibition, actives largely listed as inhibitors; 290,000 tested, 0.037% active; Histone-lysine N-methyltransferase 2A (Homo sapiens), Q03164; active = well fitted inhibition curve with a large enough effect in the polarisation, with a control signal flat, not every such curve was filed as active; inconclusive = small, poorly fitted or top-dose-only effect, or effect the other way, or a change in a side signal; inactive = no such curve, though single readings can be large or run the other way; the % refers to the polarisation
Target sequence (Q03164 whole entry, looked up, the tested form may be a part): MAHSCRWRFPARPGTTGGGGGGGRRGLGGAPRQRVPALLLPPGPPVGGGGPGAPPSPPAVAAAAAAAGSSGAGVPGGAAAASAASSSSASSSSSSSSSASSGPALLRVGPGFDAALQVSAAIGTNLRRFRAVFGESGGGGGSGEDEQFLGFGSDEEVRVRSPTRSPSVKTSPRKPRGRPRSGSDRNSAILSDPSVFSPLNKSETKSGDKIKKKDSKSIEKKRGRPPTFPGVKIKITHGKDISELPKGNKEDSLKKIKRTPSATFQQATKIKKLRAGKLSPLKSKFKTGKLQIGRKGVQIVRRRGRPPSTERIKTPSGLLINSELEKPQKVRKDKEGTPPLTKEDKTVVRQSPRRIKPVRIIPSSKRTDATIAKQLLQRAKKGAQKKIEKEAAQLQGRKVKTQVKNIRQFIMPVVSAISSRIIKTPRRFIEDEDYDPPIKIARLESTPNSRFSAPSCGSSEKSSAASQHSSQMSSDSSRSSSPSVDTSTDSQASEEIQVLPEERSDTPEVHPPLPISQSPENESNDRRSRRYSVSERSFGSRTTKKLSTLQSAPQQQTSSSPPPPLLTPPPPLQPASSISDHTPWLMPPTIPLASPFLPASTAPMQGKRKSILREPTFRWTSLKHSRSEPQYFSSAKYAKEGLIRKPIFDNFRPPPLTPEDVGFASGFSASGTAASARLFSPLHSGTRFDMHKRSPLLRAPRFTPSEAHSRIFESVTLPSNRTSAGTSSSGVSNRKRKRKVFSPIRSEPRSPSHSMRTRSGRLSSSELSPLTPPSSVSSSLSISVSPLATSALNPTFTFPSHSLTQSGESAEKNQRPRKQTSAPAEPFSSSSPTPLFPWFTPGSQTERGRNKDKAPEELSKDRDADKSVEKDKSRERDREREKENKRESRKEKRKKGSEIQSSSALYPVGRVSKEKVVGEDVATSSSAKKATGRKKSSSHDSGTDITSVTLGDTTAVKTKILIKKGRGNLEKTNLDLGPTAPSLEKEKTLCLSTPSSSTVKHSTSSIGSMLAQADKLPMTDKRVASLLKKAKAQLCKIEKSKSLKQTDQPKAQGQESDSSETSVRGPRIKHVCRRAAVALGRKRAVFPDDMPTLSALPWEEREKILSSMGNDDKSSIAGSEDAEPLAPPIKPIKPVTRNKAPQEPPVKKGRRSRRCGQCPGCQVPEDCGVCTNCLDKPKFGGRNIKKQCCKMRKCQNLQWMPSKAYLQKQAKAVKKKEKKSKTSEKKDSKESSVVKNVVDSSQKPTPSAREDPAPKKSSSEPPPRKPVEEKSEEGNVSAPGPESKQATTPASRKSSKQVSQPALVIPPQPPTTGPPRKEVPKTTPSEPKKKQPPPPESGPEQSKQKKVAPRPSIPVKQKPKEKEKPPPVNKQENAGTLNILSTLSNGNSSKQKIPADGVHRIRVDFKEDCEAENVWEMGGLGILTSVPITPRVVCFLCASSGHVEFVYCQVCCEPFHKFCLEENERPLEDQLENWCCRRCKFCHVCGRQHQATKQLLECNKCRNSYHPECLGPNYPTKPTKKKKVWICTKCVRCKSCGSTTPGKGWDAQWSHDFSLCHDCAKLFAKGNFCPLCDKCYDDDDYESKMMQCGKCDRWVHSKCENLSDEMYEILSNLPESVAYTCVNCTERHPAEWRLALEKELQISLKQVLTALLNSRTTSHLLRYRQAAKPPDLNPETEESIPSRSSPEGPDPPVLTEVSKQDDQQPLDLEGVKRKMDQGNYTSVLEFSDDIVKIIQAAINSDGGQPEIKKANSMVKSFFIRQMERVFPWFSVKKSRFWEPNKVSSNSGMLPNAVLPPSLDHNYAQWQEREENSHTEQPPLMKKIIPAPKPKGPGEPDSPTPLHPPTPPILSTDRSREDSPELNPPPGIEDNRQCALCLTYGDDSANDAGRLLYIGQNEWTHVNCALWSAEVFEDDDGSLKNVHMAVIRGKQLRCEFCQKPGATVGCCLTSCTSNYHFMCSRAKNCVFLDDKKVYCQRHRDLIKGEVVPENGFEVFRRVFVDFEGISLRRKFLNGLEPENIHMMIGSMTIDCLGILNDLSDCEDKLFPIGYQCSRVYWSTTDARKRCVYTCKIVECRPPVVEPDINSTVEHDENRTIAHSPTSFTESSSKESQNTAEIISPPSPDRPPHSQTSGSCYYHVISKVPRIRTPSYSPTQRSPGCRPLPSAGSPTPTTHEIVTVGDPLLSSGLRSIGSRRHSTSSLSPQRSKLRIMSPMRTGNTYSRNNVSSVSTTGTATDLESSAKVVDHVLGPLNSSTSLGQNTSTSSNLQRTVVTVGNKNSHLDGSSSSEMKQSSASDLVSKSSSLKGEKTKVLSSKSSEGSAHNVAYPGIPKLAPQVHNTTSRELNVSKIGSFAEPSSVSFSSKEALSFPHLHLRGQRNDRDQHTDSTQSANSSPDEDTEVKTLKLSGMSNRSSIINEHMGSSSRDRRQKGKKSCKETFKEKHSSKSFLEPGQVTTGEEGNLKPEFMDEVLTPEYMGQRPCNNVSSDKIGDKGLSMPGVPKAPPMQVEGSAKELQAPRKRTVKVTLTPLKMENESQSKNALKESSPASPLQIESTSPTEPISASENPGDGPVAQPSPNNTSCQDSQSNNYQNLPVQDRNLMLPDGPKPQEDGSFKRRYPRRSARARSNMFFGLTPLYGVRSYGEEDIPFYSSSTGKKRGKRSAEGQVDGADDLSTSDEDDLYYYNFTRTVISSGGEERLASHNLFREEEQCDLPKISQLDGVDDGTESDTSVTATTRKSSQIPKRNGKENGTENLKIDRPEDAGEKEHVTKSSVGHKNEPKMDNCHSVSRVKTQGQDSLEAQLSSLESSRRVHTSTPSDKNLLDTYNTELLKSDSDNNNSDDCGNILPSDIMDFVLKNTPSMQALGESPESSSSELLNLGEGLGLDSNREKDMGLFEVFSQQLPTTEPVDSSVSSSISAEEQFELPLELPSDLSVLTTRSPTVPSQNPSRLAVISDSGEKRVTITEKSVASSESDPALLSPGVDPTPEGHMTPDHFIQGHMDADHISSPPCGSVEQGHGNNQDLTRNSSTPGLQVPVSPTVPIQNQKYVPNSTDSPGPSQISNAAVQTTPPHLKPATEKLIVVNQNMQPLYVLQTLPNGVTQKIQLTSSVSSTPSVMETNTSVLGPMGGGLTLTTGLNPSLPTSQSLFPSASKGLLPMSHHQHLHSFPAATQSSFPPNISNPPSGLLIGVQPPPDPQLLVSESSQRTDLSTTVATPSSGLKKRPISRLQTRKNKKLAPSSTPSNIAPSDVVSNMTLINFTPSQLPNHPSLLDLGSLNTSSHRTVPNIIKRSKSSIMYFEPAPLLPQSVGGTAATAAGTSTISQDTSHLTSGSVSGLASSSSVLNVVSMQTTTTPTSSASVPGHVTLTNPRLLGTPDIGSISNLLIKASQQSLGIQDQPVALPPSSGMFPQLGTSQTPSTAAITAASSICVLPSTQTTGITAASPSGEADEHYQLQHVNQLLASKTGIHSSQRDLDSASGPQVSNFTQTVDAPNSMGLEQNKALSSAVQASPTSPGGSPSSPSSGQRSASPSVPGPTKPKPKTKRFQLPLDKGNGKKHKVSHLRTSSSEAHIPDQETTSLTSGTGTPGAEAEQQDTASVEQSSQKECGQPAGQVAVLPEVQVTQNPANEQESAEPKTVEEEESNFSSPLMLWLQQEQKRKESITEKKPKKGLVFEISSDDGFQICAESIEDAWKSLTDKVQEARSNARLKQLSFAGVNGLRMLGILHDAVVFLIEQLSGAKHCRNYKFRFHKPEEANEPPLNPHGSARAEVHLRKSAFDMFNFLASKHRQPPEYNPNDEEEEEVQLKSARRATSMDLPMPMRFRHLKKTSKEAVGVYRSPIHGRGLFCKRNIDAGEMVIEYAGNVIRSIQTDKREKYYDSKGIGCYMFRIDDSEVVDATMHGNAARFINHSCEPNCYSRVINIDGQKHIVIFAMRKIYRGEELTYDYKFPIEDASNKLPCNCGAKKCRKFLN
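Fluorescence polarization: 7 uM MLL-CXXC (stock) preincubated 5 min with compounds, then 50 nM fluorescein-HOX-A9 DNA (stock) added; 30 min ambient. Buffer 50 mM Tris-HCl pH 7.5, 50 mM NaCl, 1 mM DTT, 0.05% BSA.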
BRCA1 expr up: qHTS Assay to Identify Small Molecule Activators of BRCA1 Expression; MCF7-BRCA1-FFLuc reporter, luminescence, 48 h; response scale: scaled: vehicle 0%, 10 µM genistein 100%; Potency, µM (highest dose often 46.1 µM), for inactives: top-dose activation, hits mostly activators; 380,000 tested, 1.1% active; AID 624202, 2012; also: nearly all actives have a fitted effect of over 80% in size; some results filed as inactive show a strong effect at the top dose
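Reporter cells (MCF7, BRCA1 promoter-firefly luciferase) received library compounds across a concentration series for 48 h. End-point luminescence was measured and concentration-effect curves derived after normalization.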
FLuc modulator: qHTS profiling assay for firefly luciferase inhibitor/activator using purifed enzyme and Km concentrations of substrates (counterscreen for miR-21 project); Luciferin 4-monooxygenase (Photinus pyralis), P08659; purified FLuc, Km substrates, luminescence inhibition; Potency, µM (series often up to 57.5 µM), without a hit: top-dose activity change, negative = inhibition, actives largely listed as inhibitors; 360,000 tested, 6.9% active;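 also: plate controls were vehicle for no effect and reference inhibitor for full effect; nearly all actives have a fitted effect of over 55% in size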
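Biochemical qHTS of compounds, final roughly 60 µM downward over six points, against 10 nM purified firefly luciferase using Km concentrations of substrates (10 uM D-luciferin, 10 uM ATP) in Tris acetate pH 7.5 buffer; luminescence output.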
uPA generation: qHTS for Inhibitors of Cell Surface uPA Generation; cell surface uPA generation assay, qHTS; Potency, µM (top dose mostly 38.3 µM), without a hit: top-dose activity change, negative = inhibition, hits mostly inhibitors; 330,000 tested, 0.31% active; AID 540303, 2011; active = well fitted inhibition curve with a large enough effect; inconclusive = small, poorly fitted or top-dose-only effect; inactive = no such curve, though single readings can be large or run the other way; tested in mouse RAW 264.7 cells; also: % is scaled to controls: 0 for no effect and ±100 for the full control effect; nearly all actives have a fitted effect of over 55% in size
The depositor's hits bear a star; ? = inconclusive; · = not tested or not shown; [ ] = another dose, or the depositor's remark. Unless noted, calls follow the shape of the dose curve; as a rule, active = well fitted curve in the direction sought with a large enough effect; inconclusive = small, poorly fitted or top-dose-only effect, or another doubt; inactive = no such curve, though single readings can be large; an effect the other way counts as inactive or inconclusive. Potency is read from the fitted curve at half-maximal effect. This is a subset; rates above refer to the full screens.

SMILES | p53 reactivator | RORg inh | NPC1 promoter act | ELG1 genotox | MBNL1 CUG block | Rab9 promoter act | VP16 counter | CXXC DNA block | BRCA1 expr up | FLuc modulator | uPA generation
COc1ccc(OC)c(C(=O)CSc2nc3cccnc3n2C)c1 | 2% | ? | -6% | -6% | 3% | -11% | ? | -4% | 5% | 5% | 4%
Cc1cc(C)nc(NC(=O)c2ccc(Cl)cc2[N+](=O)[O-])c1 | -5% | 1% | 4% | 1% | ? | 0% | -2% | -2% | -16% | -5% | 0%
Cc1cc(S(=O)(=O)Nc2ccc3cn[nH]c3c2)c(C)cc1Cl | -2% | 31% | 1% | -1% | -9% | -4% | -10% | 1% | -41% | 4% | -3%
NC(=O)c1oc2ccccc2c1NC(=O)C1CCCCC1 | 0% | -11% | 0% | -16% | 4% | -11% | 4% | -1% | -32% | -8% | -6%
CCCC(=O)CN1C(=O)C2(OCCO2)c2ccccc21 | -2% | 13% | -2% | -2% | 9% | -1% | 3% | 0% | -1% | 3% | 1%
COCCNC(=S)N(CCN(C)C)Cc1cc2cc3c(cc2[nH]c1=O)OCO3 | 13% | -14% | -3% | 1% | -2% | 2% | -16% | -13% | 13% | -7% | 7%
CCOC(=O)c1cnc2ccccc2c1Nc1ccc(C(=O)O)cc1 | 0% | -23% | -1% | 4% | 4% | 1% | -1% | 7% | 0% | ? | -5%
CCOC(=O)c1c(C)c(C(=O)NCCOC)c(C)n1CC | -1% | 6%[0.365 µM] | -2% | -1% | -4% | -6% | · | 4% | -22% | 1% | ·
CNc1c([N+](=O)[O-])cnn1-c1ccccc1Cl | 8% | 35% | 21% | 11% | 18% | 15% | -2% | 6% | 70% | 15µM* | -5%
COc1ccc(C2=NCCn3nc4cc(OC)ccc4c32)cc1 | 18% | · | 8% | 8% | · | 4% | · | · | 0% | ? | -4%
CC1CC(C)(C)NC(=S)N1CCC(=O)NCc1ccc(F)cc1 (configuration not stated) | 1% | ? | -3% | 0% | -9% | -1% | 3% | 2% | 7% | -1% | -1%
COc1ccc(OCCOC(=O)CN2C(=O)NC3(CCCC3)C2=O)cc1 | 1% | · | 4% | -6% | · | -5% | · | · | 45% | -2% | ?
CCc1nnnn1-c1ccc([N+](=O)[O-])cc1C | 10% | -14% | 1% | 4% | 23% | -5% | -3% | 12% | 0% | -1% | 2%
O=C(CN1CCN(c2ccc(F)cc2)CC1)c1cccs1 | 2% | -22% | -3% | 0% | 9% | 1% | 20% | -1% | 27% | 4% | -13%
CNc1ccccc(-c2ccc3cc4c(cc3n2)OCO4)c1=O | ? | -2% | ? | ? | ? | ? | -14% | 57%[activator] | -35% | 3.4µM* | 3%
Cc1ccc(S(=O)(=O)N(C)c2ccc(C(=O)NCc3ccccc3F)cc2)cc1 | -3% | · | 0% | 2% | · | -3% | · | · | -12% | 7% | 6%
O=C(NCC1CCCO1)c1c(O)nc2sccn2c1=O (configuration not stated) | 10% | · | -3% | 4% | · | 0% | · | · | -9% | 2% | 0%
O=C(Nc1ccc(N2CCOCC2)c(S(=O)(=O)Nc2ccccc2Cl)c1)c1ccccc1 | -9% | · | 1% | -10% | · | -3% | · | · | -28% | -2% | -6%
O=C(c1ccc(Cl)c([N+](=O)[O-])c1)N(Cc1cccc(Cl)c1)C1CCS(=O)(=O)C1 (configuration not stated) | -11% | ? | -3% | 2% | -8% | 0% | -30% | 0% | -6% | 0% | -6%
Cc1ccc(OCCC(=O)OCC(=O)Nc2ccc3[nH]c(=O)[nH]c3c2)cc1 | 10% | · | 0% | 1% | · | -4% | · | · | -5% | -2% | 0%
O=C(c1cscn1)N1CCCC(N2CCN(c3ccc(F)cc3)CC2)C1 (configuration not stated) | 25% | 13% | -7% | -2% | -6% | 7% | 1% | -2% | -7% | 6% | 1%
Cc1coc2c1c(C)cc1oc(=O)c(CC(=O)N[C@@H](C)C(=O)O)c(C)c12 | 3% | 33% | 2% | 1% | 9% | 3% | -23% | -24% | -8% | ? | 11%
O=C(c1n[nH]c(=O)c2ccccc12)N1CCOCC1 | 1% | -28%[10 µM] | 5% | -1% | 5% | -1% | 9% | 1% | -8% | -2% | -4%
CN(C)S(=O)(=O)c1ccc(S(=O)(=O)N(Cc2ccco2)Cc2ccccc2Cl)cc1 | 6% | -19% | -1% | -11% | 2% | -10% | 18% | 4% | -47% | 0% | -2%
CC1(C)CC(=O)C2=C(C1)N(c1ccc(F)cc1)C(N)=C(C#N)C2c1cccs1 (configuration not stated) | -7% | -15% | -5% | -2% | 4% | -4% | -4% | 16% | -25% | 4% | 7%
CC(C)(C)NC(=O)NC(=O)CN1C(=O)NC(c2ccccc2)(c2ccccc2)C1=O | -7% | -20% | 0% | 3% | -2% | -1% | -1% | 2% | -26% | ? | 4%
Cc1cc(C(=O)N/N=C2\CC(=O)c3ccccc32)c(C)n1-c1ccccc1 | 11% | 15% | ? | ? | 11% | 3.5µM* | 2% | -1% | 53% | 2.7µM* | -3%
COc1ccccc1C(=O)NCCNC(=O)c1ccc(C)nc1 | 5% | -14% | -3% | 5% | -2% | 3% | -3% | 6% | 13% | 1% | 3%
Cn1ncc(Cl)c1C(=O)N1CCN(S(=O)(=O)c2ccc(Cl)s2)CC1 | · | · | -1% | -4% | -5% | 2% | · | -11% | -9% | 1% | 5%
CC(=O)CSc1ncnc2c1oc1ccccc12 | ? | 9% | 18% | ? | ? | 9% | 13% | 3% | 74% | ? | -3%
Cc1ccc(-c2csc(/C=C3\SC(C)C(=O)N3CC(=O)Nc3ccccc3F)n2)cc1 (configuration not stated) | 0% | -19% | 3% | 7% | 1% | -1% | -12% | -7% | -19% | 5% | 7%
CN1c2ccccc2Oc2nnc(N3CCN(Cc4ccccc4)CC3)cc21 | 5% | 9% | 23% | 4% | 30%[activator] | ? | -15% | 6% | 67% | 19µM* | -7%
Cc1nnc(SCc2nnc(-c3cccs3)o2)n1Cc1ccccc1 | -1% | -23% | 0% | -9% | 1% | 0% | -17% | -7% | 1% | -12% | -2%
COc1ccc(N2CCN(C(=O)c3ccc4[nH]c(C)c(C)c4c3)CC2)cc1 | · | ? | 0% | 5% | 5% | -2% | 3% | -16% | -14% | 2% | ?
CCCCOC(=O)Nc1nnc(-c2ccccc2OC)s1 | 1% | -2% | 23% | -3% | 9% | 1% | -10% | -1% | -26% | 0% | 2%
O=C(NCc1cccs1)c1cc2ccccc2o1 | 13% | ? | 23% | 15% | 2% | 4% | 12% | 2% | 46% | 19µM* | 0%
CC(C)CNS(=O)(=O)c1cc(C(=O)OCC(=O)N(C)C2CCS(=O)(=O)C2)c(Cl)cc1Cl (configuration not stated) | -3% | 10% | -3% | 12% | -2% | -3% | 4% | 3% | -13% | -2% | 11%
COc1ccc(Nc2nnc(SCC(=O)NC3CC3)s2)cc1 | 13% | · | -4% | 5% | · | -3% | · | · | -11% | 19µM* | ?
O=C1CC(N2CCN(c3ccccc3)CC2)C(=O)N1CCc1ccccc1 (configuration not stated) | -3% | 12% | 1% | 6% | 9% | 2% | -1% | 13% | 4% | 6% | ·
Cc1cc2[nH]ncc2cc1NC(=S)NC(=O)c1ccccc1 | 7% | -30% | -3% | -6% | -4% | 0% | -13% | 13% | 4% | ? | 3%
COc1ccc(C2=NS(=O)(=O)N(C)C(C(=O)N3CCC(C(N)=O)CC3)=C2)cc1 | 18% | -2% | -3% | -3% | ? | 11% | 2% | · | 40% | -9% | 4%
NC(=O)C1CCN(CCC(=O)Nc2ccc(F)c(F)c2)CC1 | 10% | 5% | -6% | 0% | -5% | -1% | 3% | -7% | 0% | -3% | -3%
COC(=O)CSc1nnc(CNC(=O)c2cccs2)n1-c1cc(OC)ccc1OC | 9% | -4% | 2% | 0% | -1% | 14% | -4% | -43% | -6% | 0% | ·
CCCn1c(NC(=O)c2cccc(C)c2C)nc2ccccc21 | 13% | 2µM* | 1% | 2% | -10% | 2% | 2.2µM* | ? | -53% | ? | -17%
